# BioA inh: inhibitors of Mycobacterium tuberculosis BioA enzyme | inhibition, % at 9.99 µM | purified M. tuberculosis BioA enzyme, plate reader | hit rate 0.096% among 360,000; in the data active = inhibition above about 40%
# Yp Topo-I inh: inhibitors of Yersinia pestis topoisomerase I | Y. pestis Topo-I cleavage product accumulation, plate reader | activity, % at 10 µM | hit rate 0.064% among 360,000; in the data active = activity above about 50%, passing the limit was not always enough; also: inactives centre near 2
# PfHsp40 yeast: restores yeast growth despite PfHsp40 toxicity; hit rate 0.68% among 340,000; S. cerevisiae expressing PfHsp40, growth rescue, ATP luminescence; AID 504582; growth rescue, % at 12.5 µM; in the data active = growth rescue above about 28%, passing the limit was not always enough;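 also: yeast W303a lacking pdr1 and pdr3 grown in galactose medium; growth measured after three days at 30 °C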
# TcdB inh: TcdB glycohydrolase inhibition. P18177. TcdB glycohydrolase enzymatic assay, plate reader. inhibition, % at 9.99 µM. hit rate 0.24% among 350,000. AID 652162; in the data active = inhibition above about 10%
# GDH-TPI counter: GDH-TPI coupled enzyme inhibition counter-screen. inhibition, % at 4.8 µM. hit rate 1.2% among 360,000. GDH-TPI coupled enzyme counterscreen, NADH absorbance; in the data active = inhibition above about 30%;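 also: 0% = DMSO wells and 100% = wells lacking the enzyme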
# UGM FP inh: Mtb UDP-galactopyranose mutase inhibition | purified UGM, fluorescence polarization probe displacement | hit rate 0.06% among 320,000 | AID 504406 | inhibition, % at 10 µM | P9WIQ1; in the data active = inhibition above about 10%, passing the limit was not always enough
# Target sequence (P9WIQ1 whole entry, looked up): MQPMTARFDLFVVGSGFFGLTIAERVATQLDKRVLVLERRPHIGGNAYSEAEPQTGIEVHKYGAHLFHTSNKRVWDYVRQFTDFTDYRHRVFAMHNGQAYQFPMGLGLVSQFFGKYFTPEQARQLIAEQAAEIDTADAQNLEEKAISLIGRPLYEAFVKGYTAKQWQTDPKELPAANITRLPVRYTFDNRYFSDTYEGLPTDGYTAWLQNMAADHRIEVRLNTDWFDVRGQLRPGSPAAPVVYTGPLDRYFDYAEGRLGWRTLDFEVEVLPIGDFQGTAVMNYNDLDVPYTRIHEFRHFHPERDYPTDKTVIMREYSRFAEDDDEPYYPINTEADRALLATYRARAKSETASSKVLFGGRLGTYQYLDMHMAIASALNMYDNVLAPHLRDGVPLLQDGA
# FadD28 binding: M. tuberculosis FadD28 bisubstrate binding inhibition; FadD28 bisubstrate probe binding, fluorescence polarization; inhibition, % at 12.5 µM; hit rate 0.22% among 360,000; in the data active = inhibition above about 8.5%, passing the limit was not always enough
# BH1578 lux ind: quorum light induction in luxS cqsA deficient V. cholerae; activation, % at 18.7 µM; hit rate 0.16% among 350,000; V. cholerae BH1578 lux reporter, luminescence, 6 h; in the data active = activation mostly above about 9.7%, no sharp cut-off; also: not every result past the cut was called active; inactives centre near 0; reference of the scale not given here
# FBA Mtb inh: inhibits M. tuberculosis FBA enzyme. purified M. tuberculosis FBA, fluorescence read-out. AID 588726. inhibition, % at 1 µM. hit rate 2.3% among 360,000; in the data active = inhibition above about 27%;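 also: 0% = vehicle and 100% = reference inhibitor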
# Target sequence (P9WQA3 whole entry, looked up): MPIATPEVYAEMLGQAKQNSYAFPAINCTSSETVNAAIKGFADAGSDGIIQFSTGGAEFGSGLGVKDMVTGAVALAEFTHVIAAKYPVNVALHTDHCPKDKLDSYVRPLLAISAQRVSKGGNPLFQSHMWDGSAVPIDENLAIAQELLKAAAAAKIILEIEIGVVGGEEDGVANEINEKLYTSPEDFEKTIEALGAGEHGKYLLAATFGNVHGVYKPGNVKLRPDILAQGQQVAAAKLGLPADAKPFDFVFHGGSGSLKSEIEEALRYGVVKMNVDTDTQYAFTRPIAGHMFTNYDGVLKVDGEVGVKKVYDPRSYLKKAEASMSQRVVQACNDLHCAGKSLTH
# Starred values were filed as active, the others as inactive; i = inactive; · = no result given.
SMILES,BioA inh,Yp Topo-I inh,PfHsp40 yeast,TcdB inh,GDH-TPI counter,UGM FP inh,FadD28 binding,BH1578 lux ind,FBA Mtb inh
CCc1noc(C)c1C(=O)NNC(=O)c1ccc(Br)cc1,0.4,3,-1.4,-0.2,9,2.5,-0.1,i,1
CCOc1cccc(-c2c(C(=O)N/N=C/c3ccsc3)nnn2-c2nonc2N)c1,3.1,3,-0.8,2.7,2,-1.6,-13,-0.5,-1
O=C1COc2ccc(C(=O)CSc3nnc(Cc4ccccc4)o3)cc2N1,-0.4,4,1.2,0.3,-12,-1.5,-2.1,2.9,-3
COc1cc(C(=O)N2CCN(C)CC2)cc(OC)c1OC,-0.8,1,-0.3,0.7,9,-1.4,-2.2,i,-1
C[N+](C)(C)CCNC(=O)c1cc[n+](Cc2ccccc2)c(/C=N/O)c1,-0.9,0,-0.5,1.3,7,-3.3,1.2,-1.0,0
COCc1c(C(=O)OCC(=O)NCc2ccco2)oc2ccccc12,-1.2,-3,0.8,-0.3,5,1.9,-1.0,0.6,2
CC(=O)NCCNC(=O)C1(C)Cc2c(-c3cccc(NC(C)=O)c3)ccnc2O1 (stereo unspecified),2.2,-3,·,0.3,-2,·,-3.8,i,-1
COc1cc(CNc2ccc3[nH]c(=O)[nH]c3c2)cc(Br)c1OCc1ccc(F)cc1,-2.4,4,-0.6,0.4,9,0.3,-1.4,-7.7,7
COc1cccc(C(=O)c2cc3ccc(O)cc3oc2=O)c1,-1.1,0,-2.1,-0.7,11,-1.5,-0.6,i,-13
O=C(N/N=C/c1ccc(Cl)cc1)c1cc(-c2cccnc2)nc2ccccc12,-2.1,-5,1.5,-0.7,-2,0.3,0.9,-1.1,1
COCC(=O)N1CCC(Oc2ccc(C(=O)N(C)C(C)c3ccon3)cc2)CC1 (stereo unspecified),0.6,1,0.3,0.5,6,-1.8,-0.6,i,2
Cc1ccc(S(=O)(=O)N2Cc3cnnn3-c3ccccc3C2C#N)cc1 (stereo unspecified),-0.3,-2,-0.4,0.0,8,·,-2.7,-0.7,5
CC1=C(C(=O)OCc2ccccc2)C(c2ccccc2OS(=O)(=O)c2ccc([N+](=O)[O-])cc2)NC(=O)N1CCCC(=O)O (stereo unspecified),30,34,-1.1,3.5,-4,1.8,-1.0,-1.7,-1
COc1ccc(-n2nnnc2C(CCc2ccccc2)N2CCC3(CC2)C(=O)NCN3c2ccccc2)cc1 (stereo unspecified),6.5,·,·,0.1,·,·,-4.0,·,0
Cc1ccc(C(=O)Nc2ccc(C)c(S(=O)(=O)Nc3ccccc3Cl)c2)s1,0.7,6,-1.4,2.9,7,5.5,-0.9,-0.3,-1

# An excerpt from above, limited to BioA inh, PfHsp40 yeast and BH1578 lux ind.
canonical_smiles,BioA inh,PfHsp40 yeast,BH1578 lux ind
Cc1ccc(C(=O)Nc2ccc(C)c(S(=O)(=O)Nc3ccccc3Cl)c2)s1,0.7,-1.4,-0.3
C[N+](C)(C)CCNC(=O)c1cc[n+](Cc2ccccc2)c(/C=N/O)c1,-0.9,-0.5,-1.0
COc1ccc(-n2nnnc2C(CCc2ccccc2)N2CCC3(CC2)C(=O)NCN3c2ccccc2)cc1 (stereo unspecified),6.5,·,·

# Remaining list, next part.
SMILES,BioA inh,Yp Topo-I inh,PfHsp40 yeast,TcdB inh,GDH-TPI counter,UGM FP inh,FadD28 binding,BH1578 lux ind,FBA Mtb inh
CCCC(c1nnnn1CC(=O)OCC)N(Cc1cc2ccc(C)cc2[nH]c1=O)C1CCCC1 (stereo unspecified),13,-2,0.4,·,20,-2.0,-1.7,i,10
Cc1ccc(NC(=O)CCC(=O)c2ccccc2)cc1,-1.2,-17,0.9,0.4,-6,·,-3.3,-1.2,1
O=C(COC(=O)c1ncc(Cl)c(Cl)c1Cl)NC(=O)c1ccccc1,-0.4,-5,-0.1,·,1,3.2,-1.3,i,7
CC(NC(=O)CN(c1ccc(Br)cc1)S(C)(=O)=O)c1ccccc1 (stereo unspecified),0.1,3,-0.3,0.4,-3,-0.2,0.1,-0.3,2
C=CCC[C@H](Cc1ccc(F)cc1)C(=O)OC[C@@H](Cc1c[nH]c2ccccc12)NC(=O)[C@H](CC=C)CC(=O)N(CCO)Cc1ccccc1,-2.3,-2,-0.3,-4.8,15,2.8,-2.8,-0.4,-3
CCOc1cccc(CN2CCCC(CNC(=O)c3cccc(OC)c3OC)C2)c1 (stereo unspecified),2.0,10,0.3,-1.1,2,-0.6,-1.0,0.0,0
O=C(COC(=O)c1ccccc1O)NCc1ccco1,·,0,0.0,-1.3,7,-3.4,-4.6,·,-3
O=[N+]([O-])c1cccc(-c2c[n+]3c(n2-c2ccccc2)SCC3)c1,·,1,-0.1,0.3,-6,-1.8,-2.0,-0.9,0
O=C(NCCCn1ccnc1)/C(=C\c1cccs1)NC(=O)c1cccs1,1.5,1,-1.1,0.3,10,-1.3,0.2,-0.3,-1
Cc1onc(-c2c(Cl)cccc2Cl)c1C(=O)N1CCc2ccccc2C1,0.4,1,-1.9,·,-8,-1.2,0.1,-0.1,6
Cc1ccc(N2C(=O)c3ccc(N)cc3C2=O)cc1,-2.1,5,-0.4,·,5,0.9,-2.6,-1.7,2
C/C(=C\c1ccco1)CN1CCC(N2CCC(C(=O)N3CCOCC3)CC2)CC1,·,6,-1.8,0.5,10,2.0,-1.8,-0.8,-2
OC[C@@H](O)[C@@H](O)[C@H](O)[C@@H](O)CO,-3.5,-2,-0.7,0.1,8,-1.5,-0.5,-0.4,3
COc1cccc(N2CCN(c3cnc4ccccc4n3)CC2)c1,·,19,0.1,0.8,6,2.7,0.3,-0.2,1
COc1cc(Cl)cc(C#N)c1OCC(=O)O,0.7,6,-0.8,·,10,0.2,0.5,i,3
O=C(Nc1ccc(NC(=O)c2ccc3c(c2)OCO3)cc1)c1cccc(Cl)c1,0.2,-7,-0.9,1.2,-11,-2.7,-2.0,-1.2,-1
O=C(NCc1ccco1)C1CCN(c2ccc(N3CCOCC3)nn2)CC1,2.1,6,0.1,-0.3,0,0.7,0.7,·,27*
CCCCN1C(=O)c2ccc(C(=O)OCC(=O)N3CCN(c4ccccc4)CC3)cc2C1=O,-0.6,-2,-0.7,0.1,-5,0.0,·,i,-1
COc1ccc(Cn2c(-c3ccc(OC)cc3)n[nH]c2=S)cc1,·,4,0.6,-1.2,1,2.4,-1.7,i,4
CCCCNC(=O)CC1S/C(=N/N=C/c2ccc(OC)cc2)NC1=O (stereo unspecified),·,4,0.5,1.1,33*,-0.3,-2.9,i,-2
O=C1NC(c2cc(Cl)cc([N+](=O)[O-])c2O)Nc2ccccc21 (stereo unspecified),-11,-16,-0.4,0.2,13,2.5,0.5,4.7,0
Cc1cc([N+](=O)[O-])nn1Cc1ccc(C(=O)N/N=C/c2ccc(F)cc2)cc1,0.4,-3,0.7,1.5,-5,0.0,-3.0,-0.6,1
Clc1cccc(CN2CCN(Cc3nc(CCc4ccccc4)no3)CC2)c1,-1.4,35,-0.6,1.6,7,-1.2,-3.1,i,0
CN(Cc1ccccc1)C(=O)c1ccc(NC(=O)Cc2ccc(NC(=O)C3CCCN(C(=O)C4CCCCC4)C3)cc2)cc1 (stereo unspecified),1.4,22,-0.6,-9.2,8,·,-1.2,i,2
O=C(CN1CCCC1)N1c2ccccc2C=Cc2ccccc21,·,5,2.3,-0.6,-8,-3.9,-5.7,i,-3
CCN(CC)S(=O)(=O)c1ccc(Cl)c(C(=O)NC(C)C(c2cccs2)N2CCCC2)c1 (stereo unspecified),·,10,-0.7,1.3,4,0.6,-1.6,i,1
COC(=O)c1cc(NC(=O)c2nn(C)c(=O)c3ccccc23)cc(C(=O)OC)c1,·,8,-0.2,0.4,1,3.1,2.0,2.8,1
CSc1nc2n(n1)C(c1cccc(F)c1)C(C(=O)Nc1ccc(C)cc1C)=C(C)N2 (stereo unspecified),-1.2,2,-1.3,·,2,1.2,-2.7,i,3
O=C(COc1ccc(Br)cc1F)Nc1nnc(C2CC2)s1,0.5,-8,0.4,-0.2,-14,3.6,-2.4,-0.4,1
COc1ccc(C(=O)NC(=S)NNC(=O)c2c(-c3ccccc3)noc2C)cc1,0.6,0,42*,0.9,11,3.2,-2.8,-1.0,-1
CCc1cc2cc(C(=O)Nc3ccc(C)cc3)sc2s1,-1.6,17,0.4,·,17,-1.3,-1.9,2.6,1
COc1ccc(C(=O)c2sc(NC(C)C)nc2N)cc1OC,0.6,-6,0.1,·,37*,0.4,0.0,-0.4,-2
Cc1cc(OCC(=O)N2CCc3ccccc3C2)c(C)cc1Br,-0.4,2,3.2,-0.2,8,0.0,-2.3,-0.7,-1
O=C(NC1CCCC1)C1CCN(C(=O)c2ccc(-c3ccccc3)cc2)CC1,·,15,-0.9,-0.1,1,-0.4,0.9,i,0
O=c1c2cnn(-c3ccccc3)c2nc(-c2ccco2)n1-c1ccccc1,-1.3,2,-1.0,·,23,1.1,-1.0,1.3,0
CC1CCCN(C(=O)C2COc3ccccc3O2)C1 (stereo unspecified),-0.9,-5,-1.4,1.8,8,-0.6,-1.6,-0.6,5
Brc1ccc2nc(-c3ccncc3)c(NC3CCCC3)n2c1,·,14,1.4,-0.9,-2,0.5,-3.2,-0.3,3
COC(=O)c1[nH]c2ccc(C)cc2c1NC(=O)NC1CCCCC1,·,4,-1.3,·,7,-1.5,-1.3,i,12
Cc1ccc(SCC(=O)OCC(=O)N(C)CC(=O)Nc2ccccc2Cl)cc1,-0.4,19,0.4,-1.2,-4,-3.5,-1.9,-3.7,-1
CCOC(=O)C1=C(C)NC(C)=C(C(=O)OCC)C1c1ccncc1,·,-3,·,-0.5,14,·,-2.7,i,14
CCC(C)Sc1ccc([C@H]2N[C@@](C)(C(=O)OC)[C@H]3C(=O)N(CC)C(=O)[C@@H]23)cc1 (stereo partly specified),-1.4,5,0.7,0.3,-5,-1.0,-9.5,i,-1
COc1cccc(C(O)c2nc(-c3cccc4cccnc34)cs2)c1 (stereo unspecified),-0.9,3,·,1.0,3,·,0.1,0.1,6
CC1CCCCN1C(=O)c1cc(S(=O)(=O)N2CCCCC2)c[nH]1 (stereo unspecified),4.0,1,-0.7,2.3,-4,-1.6,-0.9,1.9,1
O=C(O)CN1C(=O)SC(Nc2ccccc2C(=O)O)C1=O (stereo unspecified),0.2,-4,-0.3,·,12,4.0,-3.5,·,10
N#Cc1nc(-c2ccccc2F)oc1NC1CCCCC1,-1.4,14,1.1,1.6,0,1.1,-1.7,-0.3,175*
CCCc1c(C(=O)N/N=C(\CC)c2ccccc2)nnn1-c1nonc1N,0.4,1,·,0.3,5,·,-0.9,i,-2
CCN(CC)c1ccc(C2C(C(=O)OCCOC)=C(C)NC3=C2C(=O)CCC3)cc1 (stereo unspecified),-0.8,-2,-0.2,0.9,16,0.1,0.0,-0.4,-1
CN(C(=O)c1cccc(NC(=O)Cc2cccc(NC(=O)C3CCCN(C(=O)C4CCCCC4)C3)c2)c1)C1CC1 (stereo unspecified),2.4,16,-0.9,2.1,5,·,-3.3,i,3
Cc1csc(=O)n1CC(=O)OCC(=O)Nc1ccccc1C(C)C,-1.1,2,0.7,1.5,-8,-0.8,-59,i,0
COc1cc(C(=O)OCC(=O)N2CCNC2=O)cc(Cl)c1OC,·,-11,1.2,1.7,1,·,-3.4,i,0
Cc1ccccc1OCCn1cc(/C(N)=N/O)c2ccccc21,-1.3,26,-0.3,1.0,21,1.9,-0.9,i,4

# Shown as tab-separated lines: five of the compounds above.
Molecule	BioA inh	Yp Topo-I inh	PfHsp40 yeast	TcdB inh	GDH-TPI counter	UGM FP inh	FadD28 binding	BH1578 lux ind	FBA Mtb inh
CCN(CC)c1ccc(C2C(C(=O)OCCOC)=C(C)NC3=C2C(=O)CCC3)cc1 (stereo unspecified)	-0.8	-2	-0.2	0.9	16	0.1	0.0	-0.4	-1
CN(C(=O)c1cccc(NC(=O)Cc2cccc(NC(=O)C3CCCN(C(=O)C4CCCCC4)C3)c2)c1)C1CC1 (stereo unspecified)	2.4	16	-0.9	2.1	5	·	-3.3	i	3
Cc1csc(=O)n1CC(=O)OCC(=O)Nc1ccccc1C(C)C	-1.1	2	0.7	1.5	-8	-0.8	-59	i	0
COc1cc(C(=O)OCC(=O)N2CCNC2=O)cc(Cl)c1OC	·	-11	1.2	1.7	1	·	-3.4	i	0
Cc1ccccc1OCCn1cc(/C(N)=N/O)c2ccccc21	-1.3	26	-0.3	1.0	21	1.9	-0.9	i	4
